Screening results as filed in PubChem.
FEN1 inh: human FEN1 inhibition | P39748 | Recombinant FEN1 flap cleavage, fluorescence, 15 min | Potency, µM (doses to about 114 µM), inactives show top-dose activity change, negative = inhibition, hits mostly inhibitors | 390,000 compounds, 0.35% hits | AID 588795; note: nearly all actives have a fitted effect of over 65% in size
Target sequence (P39748 whole entry, looked up): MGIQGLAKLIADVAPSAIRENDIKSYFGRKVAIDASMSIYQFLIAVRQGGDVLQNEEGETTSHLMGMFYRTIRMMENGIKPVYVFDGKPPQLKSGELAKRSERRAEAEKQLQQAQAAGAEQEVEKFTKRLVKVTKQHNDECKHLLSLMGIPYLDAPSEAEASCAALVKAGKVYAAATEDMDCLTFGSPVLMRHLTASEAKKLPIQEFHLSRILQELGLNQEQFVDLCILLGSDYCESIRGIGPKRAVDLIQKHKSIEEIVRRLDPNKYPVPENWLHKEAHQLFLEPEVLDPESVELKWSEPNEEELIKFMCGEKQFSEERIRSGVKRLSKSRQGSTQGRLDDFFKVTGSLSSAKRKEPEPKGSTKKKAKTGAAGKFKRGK
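Quantitative HTS format: each compound was titrated, incubated with 10 nM nuclease for 15 min at room temperature, then challenged with flap substrate at 50 nM final. Signal change over 15 min gave concentration–effect curves.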
N370S GC: N370S glucocerebrosidase modulation, Gaucher chaperone candidate; P04062; N370S GC spleen homogenate, 4MU-glucoside fluorescence; Potency, µM (highest dose often 59.4 µM), inactives show at the highest dose activity change, negative = inhibition, hits mostly inhibitors; 330,000 compounds, 0.092% hits;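 note: 0% = full enzyme activity and -100% = no enzyme basal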
TDP1 block: blocks human tyrosyl-DNA phosphodiesterase 1; recombinant TDP1, AlphaScreen DNA substrate cleavage; AID 485290; Potency, µM (titrated, usually from 130 µM), for the others: at the top dose activity change, negative = inhibition, usual class: inhibitors; 350,000 compounds, 0.28% hits; Q9NUW8; note: nearly all actives have a fitted effect of over 40% in size
Target sequence (Q9NUW8 whole entry, looked up): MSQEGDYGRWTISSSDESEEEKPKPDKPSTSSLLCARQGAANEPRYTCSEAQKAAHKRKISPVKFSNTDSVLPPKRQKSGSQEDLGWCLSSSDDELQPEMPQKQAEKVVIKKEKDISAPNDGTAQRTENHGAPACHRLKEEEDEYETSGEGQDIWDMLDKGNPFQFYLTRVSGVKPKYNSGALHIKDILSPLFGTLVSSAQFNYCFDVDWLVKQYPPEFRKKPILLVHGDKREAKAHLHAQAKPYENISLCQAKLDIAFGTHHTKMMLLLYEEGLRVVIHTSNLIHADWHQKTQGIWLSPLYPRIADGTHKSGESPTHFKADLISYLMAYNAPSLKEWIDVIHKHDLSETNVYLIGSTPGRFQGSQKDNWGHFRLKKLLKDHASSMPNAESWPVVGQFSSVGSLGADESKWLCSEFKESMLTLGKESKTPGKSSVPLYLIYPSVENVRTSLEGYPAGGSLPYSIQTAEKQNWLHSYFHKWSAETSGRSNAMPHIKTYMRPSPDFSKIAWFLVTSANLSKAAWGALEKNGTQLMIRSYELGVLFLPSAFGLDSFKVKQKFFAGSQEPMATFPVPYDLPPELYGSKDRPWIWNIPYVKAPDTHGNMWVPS
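Signal: AlphaScreen proximity between streptavidin donor and anti-FITC acceptor beads on intact substrate. Reaction: Tdp1 1 nM, substrate 15 nM final, 5 min RT after 15 min compound preincubation.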
* marks the source's active call; other numbers are inactive results; ? = inconclusive; / = no result given; [ ] = another dose, or the depositor's remark. Calls come from the whole dose curve; as a rule, active = well fitted curve in the direction sought with a large enough effect; inconclusive = small, poorly fitted or top-dose-only effect, or another doubt; inactive = no such curve, though single readings can be large; an effect the other way counts as inactive or inconclusive. Unless noted, % is set by controls: 0 for no effect and ±100 for the full control effect; potency is the fitted concentration of half-maximal effect. Hits appear at their usual frequency; 0.53% or so of the library scored in one or more.

Values run as follows: FEN1 inh	N370S GC	TDP1 block
CC(=O)Nc1ccc(NC(=O)C(C)OC(=O)C(C)SCC(=O)Nc2ccc(C)cc2)cc1 (stereo not drawn)
→ 3%	-5%	/
Cc1c(Cl)cccc1NC(=O)CC1Sc2ccccc2NC1=O (stereo not drawn)
→ 23%	-1%	1%
CCOC(=O)c1ccc(NC(=O)CC2S/C(=N/N=C/c3c[nH]c4ccccc34)NC2=O)cc1 (stereo not drawn)
→ 0%	-3%	6%
CNC(C)c1cc(OC)ccc1OC (stereo not drawn)
→ -2%	-12%	2%
COc1ccc(CNC(=O)C2(c3ccc(Cl)cc3)CC2)cc1
→ 10%	-2%	3%
CC(=O)c1sc(NC(=O)CCCc2nc3ccccc3c(=O)[nH]2)nc1-c1ccccc1
→ -5%	/	0%
Cc1noc(C)c1NC(=O)Nc1ccc2c(c1)C(=O)N([C@H](C)CO)C[C@H](C)[C@@H](CN(C)S(=O)(=O)c1ccccc1)O2
→ 1%	/	1%
Cc1ccc(S(=O)(=O)N2CCCCC2)cc1C(=O)N(C)CCOc1ccccc1
→ 3%	-1%	2%
CCC(C)(O)c1[nH]c2ccc(C#N)cc2c1C (stereo not drawn)
→ 2%	0%	/
Cc1cccc(OCc2nnc(SCC(=O)OC3CCCCC3)o2)c1
→ -19%	-8%	-4%
CC(C(=O)N1CCc2ccccc21)N1CCN(c2cccc(C(F)(F)F)c2)CC1 (stereo not drawn)
→ -11%	-6%	6%
CCN(CC(=O)NCc1ccc(Cl)cc1)C(=O)CSc1ccc(Br)cc1
→ -19%	-17%	2%
COc1ccc(CNC(=O)C2CCCN2S(=O)(=O)c2ccc(Cl)cc2)cc1 (stereo not drawn)
→ -1%	1%	2%
CC(C)OCCCNCC(O)c1ccccc1 (stereo not drawn)
→ 2%	6%	-8%
CC(C)C(C(=O)Nc1nccs1)c1ccc(Cl)cc1 (stereo not drawn)
→ -11%	7%	5%
Cc1ccc(-c2nc(N)sc2CC(=O)OCC(=O)NC2CCCC(C)C2C)cc1 (stereo not drawn)
→ 1%	?	-3%
COc1ccc(OC)c(CNC(=O)C2CCCN(S(=O)(=O)N3CC(C)CC(C)C3)C2)c1 (stereo not drawn)
→ -17%	-2%	3%
Cc1c(Cl)cccc1NC(=S)NCc1cccs1
→ -3%	5%	-8%
COc1cc(/C=N\NC(=O)C(C)(C)O)ccc1OC/C=C/c1ccccc1
→ 16%	-6%	4%[56.1 µM]
O=C(COc1nsnc1N1CCOCC1)N1CCOCC1
→ -1%	5%	1%
Cc1ccc(S(=O)(=O)N2CCN(C(=O)CSc3ccc(F)cc3)CC2)cc1
→ -6%	1%	12%
Cc1ccc(/C=N/NC(=O)CSc2nnc(-c3ccc(Cl)cc3)n2-c2ccccc2)o1
→ -10%	-14%	5%
COc1ccc(NC(=O)CS(=O)CC(=O)Nc2ccc(OC)c(OC)c2)cc1 (stereo not drawn)
→ -2%	-5%	4%
COc1cccc(Oc2ccc(N/C=C/C(=O)C(C)(C)C)cc2)c1
→ -11%	13%	1%
Cc1ccc(C(=O)N2CC(=O)NC(=O)C2)cc1
→ -9%	1%	/
Clc1ccc(Cn2c(-c3cccnc3Cl)nc3ccccc32)c(Cl)c1
→ -17%	8%	5%
CN(C)CCCNc1ncnc2scc(-c3ccccc3)c12
→ 0%	0%	1%
N#CCCN(Cc1cccnc1)C(=S)NC1CC2C=CC1C2 (stereo not drawn)
→ 0%	7%	-1%
Cc1ccc(OCCN2C(=O)OC(C)(C)C2(C)O)cc1 (stereo not drawn)
→ 1%	-2%	3%
CN(CCN1CCOCC1)C(=O)CC1C(=O)NCCN1Cc1ccccc1C(F)(F)F (stereo not drawn)
→ -2%	1%	4%
Cc1ccc(NC(=O)CSc2nc3c(c(=O)[nH]2)CCC3)cc1C
→ -7%	15%	4%
OC(COc1ccc(CNCCc2ccc(C(F)(F)F)cc2)cc1)CN1CCCCC1 (stereo not drawn)
→ -6%	9%	-4%
CCOC(=O)c1c(NC(=O)Cc2ccccc2)sc2c1CC(C)(C)NC2(C)C
→ -11%	-10%	/
Cc1ccc(Cn2c(SCC(=O)N(C)C3CCS(=O)(=O)C3)nc3ccccc3c2=O)cc1 (stereo not drawn)
→ -7%	-14%	1%
COc1cccc(NC(=O)CN(C2=NC3CS(=O)(=O)CC3S2)c2cccc(C)c2)c1 (stereo not drawn)
→ -15%	-7%	/
S=c1[nH]nc(COc2ccc(Cl)cc2Cl)n1-c1ccccc1
→ 14%	12%	/
Cc1oc2c(C)c3oc(=O)c4c(c3cc2c1C)CCC4
→ -4%	-16%	2%
COC(=O)c1ccc(-c2nn(C)c(=O)c3ccccc23)cc1
→ 4%	25%	3%
COc1ccc(C(=O)NC(=S)N2CCN(c3ccccc3OC)CC2)cc1
→ -3%	4%	4%[0.0935 µM]
COc1cccc(C(=O)NCCc2sc(-c3cccc(C)c3)nc2C)c1
→ 0%	/	-1%
Cc1ccc(C(=O)NCC(=O)NCc2ccc(Cl)cc2)s1
→ 0%	/	-3%
CCOC(=O)c1cnc2c(C)c(Cl)ccc2c1N1CCOCC1
→ 13%	-1%	0%
S=C(NCc1ccncc1)Nc1cccc(Cl)c1
→ -8%	-15%	5%
CCOC(=O)Cn1c(=N)n(CCOc2ccc(Br)cc2)c2ccccc21
→ -2%	?	3%
Cc1ccc(NC(=S)NCC2CCN(C(C)c3ccccc3)C2)cc1C (stereo not drawn)
→ 10%	-4%	0%
O=C(NC1CCCN(Cc2ccc(Cl)cc2)C1)c1ccnc(Cl)c1 (stereo not drawn)
→ 19%	-4%	/
Fc1ccc(-n2ncc3c(Nc4ccc(Oc5ccccc5)cc4)ncnc32)cc1
→ -5%	/	3%
Cc1cc(C(=O)CSc2cccc[n+]2[O-])c(C)n1-c1ccc(Br)cc1
→ /	-5%	3%
CCOC(=O)Cn1c(CN2CCN(C(c3ccccc3)c3ccccc3)CC2)nc2c1c(=O)n(C)c(=O)n2C
→ -4%	-16%	0%
CCN1C(=O)[C@@H]2[C@@H](c3ccc(-c4ccc(OC)cc4)cc3)N3CCCC[C@@]3(C(=O)OC)[C@@H]2C1=O
→ -22%	1%	-1%
Cc1cc(NC(=O)CSc2nc(=O)cc(N)n2-c2ccc(C)c(C)c2)no1
→ 1%	-3%	2%
CC1CCCN(C(=O)CN2C(=O)NC(C)(c3ccc4ccccc4c3)C2=O)C1 (stereo not drawn)
→ -18%	/	0%
CS(=O)(=O)N(CCc1ccccc1)CC(=O)NCc1ccc2c(c1)OCO2
→ -1%	-23%	5%
CCOc1ccc(NC(=O)Cn2c(=O)n(CCCCC(=O)NCc3ccc4c(c3)OCO4)c(=O)c3ccccc32)cc1
→ 20%	/	-1%
COc1cccc(NC(=O)CN(C)C(C)C(=O)Nc2ccc(C(C)=O)cc2)c1 (stereo not drawn)
→ -12%	0%	-5%
CCc1ccc(NC(=O)C2=CC=CN3CCS(=O)(=O)N=C23)cc1
→ -8%	/	1%
O=S(=O)(NCc1ccco1)c1cnc(Cl)c(Br)c1
→ 2%	7%	-3%
Cc1ccc(NC(=O)NC2CCCCCCC2)cc1C
→ 3%	0%	-3%
Cc1c(C(=O)OCC(=O)N2CCCCC2C)oc2ccccc12 (stereo not drawn)
→ 15%	/	-1%
N#Cc1ccccc1NC(=O)COC(=O)c1cccs1
→ 8%	/	1%

Random excerpt: three compounds from above
Values run as follows: FEN1 inh	N370S GC	TDP1 block
CCN(CC(=O)NCc1ccc(Cl)cc1)C(=O)CSc1ccc(Br)cc1
→ -19%	-17%	2%
O=C(NC1CCCN(Cc2ccc(Cl)cc2)C1)c1ccnc(Cl)c1 (stereo not drawn)
→ 19%	-4%	/
COc1ccc(CNC(=O)C2CCCN2S(=O)(=O)c2ccc(Cl)cc2)cc1 (stereo not drawn)
→ -1%	1%	2%

Later entries.
Values run as follows: FEN1 inh	N370S GC	TDP1 block
CC1=C(C#N)C(Nc2cc(C)ccn2)(C(F)(F)F)C(=O)N1 (stereo not drawn)
→ -2%	-3%	4%
Nc1scc(-c2ccncc2)c1Cl
→ -7%	21%	5%
O=C(CCCn1c(=O)[nH]c2ccccc2c1=O)N1CCN(c2ccccn2)CC1
→ 8%	7%	-3%
COc1ccc(/C=C2\SC(=S)N(C(C(=O)O)c3ccccc3)C2=O)c(OC)c1 (stereo not drawn)
→ -4%	?	6%
Cc1cc(C(=O)NNC(=O)c2ccc(NC(=O)CC#N)cc2)c(C)o1
→ -5%	/	-1%
N#CCCCSc1nnc(Cc2ccc3c(c2)OCO3)o1
→ 19%	-5%	-2%[56.1 µM]
COC(=O)[C@H](Cc1c[nH]c2ccccc12)NC(=O)Cc1c[nH]c2ccccc12
→ -4%	-15%	/
O=C(O)c1cccc(NC(=O)c2cccc(S(=O)(=O)N3CCc4ccccc4C3)c2)c1
→ 0%	?	4%
Cc1cccc(N2CCN(C(=O)c3cc4c(=O)[nH]c5ccc(C)cc5c4s3)CC2C)c1 (stereo not drawn)
→ 1%	/	-1%
COc1cc2nc(C3CCC3)n(NC(=O)COc3ccccc3)c(=O)c2cc1OC
→ -3%	5%	-1%
CC(=O)N1CCN(Cc2nc(C(c3ccccc3)c3ccccc3)no2)CC1
→ -7%	0%	-4%
Cc1ccc(Nc2ccccc2)cc1
→ 7%	3%	5%[56.1 µM]
CSCCC(NC(=O)c1ccccc1Cl)C(=O)NCC1COc2ccccc2O1 (stereo not drawn)
→ -6%	2%	-7%
CC(=O)c1cc(NC(=O)c2ccc(C)cc2)c(=O)oc1C
→ -15%	21%	1%
CCOc1ccc(OCCC(=O)OCC(=O)N2CCN(S(=O)(=O)c3ccc(Cl)cc3)CC2)cc1
→ -6%	-7%	25µM*
Cc1nc2ccccc2c2nc(NC(=O)Cc3ccccc3)nn12
→ -4%	5%	4%
Cc1cnc(NC(=O)CCCc2nc3ccccc3s2)s1
→ -1%	1%	2%
CCOC(=O)C1=C(C)C2C3C(=O)N(c4ccccc4C)C(=O)C3C1(C)C1C(=O)N(c3ccccc3C)C(=O)C21 (stereo not drawn)
→ 35%	19%	5%
O=C(C1CCC1)N1CCN(c2ccc(C(F)(F)F)cc2[N+](=O)[O-])CC1
→ -7%	-12%	4%
Nc1nc(SCC(=O)c2cc3ccccc3o2)n[nH]1
→ -3%	4%	-2%

Next section (three carried over from the part before).
Values run as follows: FEN1 inh	N370S GC	TDP1 block
CCOC(=O)C1=C(C)C2C3C(=O)N(c4ccccc4C)C(=O)C3C1(C)C1C(=O)N(c3ccccc3C)C(=O)C21 (stereo not drawn)
→ 35%	19%	5%
O=C(C1CCC1)N1CCN(c2ccc(C(F)(F)F)cc2[N+](=O)[O-])CC1
→ -7%	-12%	4%
Nc1nc(SCC(=O)c2cc3ccccc3o2)n[nH]1
→ -3%	4%	-2%
CN(CC(=O)Nc1ccc(F)cc1)C(=O)CSc1nc2ncc(Cl)cc2[nH]1
→ 0%	3%	5%
O=C(c1ccc(SCc2ccco2)c([N+](=O)[O-])c1)N1CCOCC1
→ 6%	4%	-5%
Cc1cccc(NC(=S)N(C)Cc2cn(C)c3ccccc23)c1
→ -2%	4%	3%
COC(=O)c1ccc(S(=O)(=O)N2CCCN(Cc3cccc(Br)c3F)CC2)n1C
→ 1%	-5%	1%
Cc1n[nH]c(C)c1CCNC(=O)C1CCC(=O)N(Cc2ccccc2F)C1 (stereo not drawn)
→ -2%	3%	5%
CCOc1ccccc1-c1n[nH]c(=S)o1
→ -15%	11%	6%
COc1ccc(N2CCN(S(=O)(=O)CCNC(=O)c3ccc(OC(C)C)cc3)CC2)cc1
→ 3%	/	5%
O=C(CN1C(=O)C2C3C=CC(C3)C2C1=O)Nc1ccc2c(c1)OCCO2 (stereo not drawn)
→ -16%	2%	3%
Cc1ccccc1C1c2[nH]c3ccccc3c2C[C@H]2C(=O)N(c3ccccc3C(=O)NCCN3CCOCC3)C(=O)N12 (stereo partly drawn)
→ -10%	-14%	/
Cc1ccc(SCCn2nc(C(=O)O)c3ccccc3c2=O)cc1
→ -4%	10%	2%
O=S(=O)(c1ccc(OCC(O)CNC23CC4CC(CC(C4)C2)C3)c(Cl)c1)N1CCOCC1 (stereo not drawn)
→ 11%	?	5%
O=C(CCCN1C(=O)c2cccc3cccc(c23)C1=O)NCc1cccnc1
→ -17%	-15%	3%
CC(C)OC(=O)c1cccc(C(=O)Oc2ccccc2)n1
→ -5%	0%	0%
CC(C)(CNC(=O)CC1C(=O)NCCN1Cc1cccc(F)c1F)N1CCOCC1 (stereo not drawn)
→ 0%	-12%	0%
Cc1oc(/N=C/c2ccccc2)c(C#N)c1C
→ 2%	0%	/
COC(=O)c1cc(C(=O)OCC(=O)NNC(=O)c2cccs2)cc([N+](=O)[O-])c1
→ 9%	-20%	0%

With a hit mark in TDP1 block, among the entries above:
Values run as follows: FEN1 inh	N370S GC	TDP1 block
CCOc1ccc(OCCC(=O)OCC(=O)N2CCN(S(=O)(=O)c3ccc(Cl)cc3)CC2)cc1
→ -6%	-7%	25µM*
